Bioassay records deposited in PubChem by National Center for Advancing Translational Sciences (NCATS).
Eya2 phos inh = inhibitors of human Eya2 phosphatase activity | actives 0.006% (n = 330,000) | Potency, µM (doses to about 76.9 µM), for the others: top-dose activity, negative = inhibition, actives largely listed as inhibitors | O00167 | recombinant Eya2, OMFP fluorescence dephosphorylation (OMFP is methylfluorescein phosphate); also: potency is read from the fitted curve at half-maximal effect; % is scaled to controls: 0 for no effect and ±100 for the full control effect
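Eya2 protein (added as 0.2 uM solution) was preincubated with compound for 10 min at ambient temperature in 50 mM HEPES pH 7.5, 50 mM NaCl, 5 uM MgCl2, 0.05% BSA, 1 mM DTT. OMFP (added at 50 uM) then reacted 10 min; fluorescence read at 485/525 nm.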
Tb PFK block = inhibitors of T. brucei phosphofructokinase; AID 485367; T. brucei PFK, ADP-Glo luminescence; actives 0.17% (n = 330,000); Potency, µM (top dose mostly 57.5 µM), without a hit: top-dose activity, negative = inhibition, usual class: inhibitors;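 also: potency is read from the fitted curve at half-maximal effect; 0% = uninhibited 1x PFK enzyme wells and -100% = no-enzyme wells; nearly all actives have a fitted effect of over 60% in size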
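Activity is normalized to no-enzyme wells (full inhibition) and 1.25 nM enzyme wells (no inhibition). Reaction: 0.5 mM F6P, 0.1 mM ATP, 45 min RT, ADP-Glo luminescence; concentration-response curves fitted and classed by quality.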
TSHR antag = antagonists of human thyroid stimulating hormone receptor; TSHR-expressing cells, TSH-stimulated cAMP HTRF, 2 h; hits give low values; activity change, negative = inhibition, % at 11.5 µM; P16473; actives 0.2% (n = 330,000);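 active = activity change below a set negative limit, meaning inhibition stronger than a set level, cut at about -70% in these data; inconclusive = activity change between two set negative limits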; also: % is scaled to controls: 0 for no effect and ±100 for the full control effect
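Competitive HTRF cAMP read-out (cryptate anti-cAMP antibody, cAMP-d2; 30 min, room temperature) in freshly harvested TSHR cells. Compounds added before TSH at EC80 (4nM final), followed by 2 hours' incubation at 37 deg C.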
PTAP TSG101 blk = blocks PTAP/TSG101 interaction to inhibit HIV-1 budding. 340,000 tested, under 10 active. Potency, µM (doses to about 115 µM), inactives show at the highest dose activity change, negative = inhibition, hits mostly inhibitors. Q99816. Fluorescence polarization, FITC-PTAP peptide / Tsg101 binding. AID 493005; active = well fitted inhibition curve with a large enough effect in the main read-out, with a control signal flat, not every such curve was filed as active; inconclusive = small, poorly fitted or top-dose-only effect, or effect the other way, or a change in a side signal; inactive = no such curve, though single readings can be large or run the other way; also: potency is read from the fitted curve at half-maximal effect; % of control where 0% means no effect
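Fluorescence polarization binding of Tsg101 binding domain (10 uM final) to FITC-labeled PTAP peptide (50 nM final) in HEPES pH 7.5 buffer with NaCl, Tween 20, EDTA, TCEP. Compounds added before peptide; binding 20 min at RT.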
BCR signal inh = chronic active BCR signaling inhibition; ABC-DLBCL IkBa-CBG/CBR reporter, luminescence ratio, 4 h; Potency, µM (doses to about 46.1 µM), without a hit: top-dose ratio change, negative = lower green/red ratio, most hits filed as inhibitors; actives 0.05% (n = 340,000); AID 493014; active = well fitted inhibition curve with a large enough effect in the signal ratio, with a control signal flat, not every such curve was filed as active; inconclusive = small, poorly fitted or top-dose-only effect, or effect the other way, or a change in a side signal; the % refers to the signal ratio;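 also: potency is read from the fitted curve at half-maximal effect; plate controls were basal doxycycline-induced cells for no effect and cells given 10 µM MG132 for full effect; MG132 reads +100%, hits lower the ratio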
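Compounds up to 46 uM were incubated four hours with TMD8 cells whose green CBG68 luciferase is fused to IkappaBalpha; red CBR luminescence normalised the signal, and concentration-effect curves were fitted to fusion, red and ratio data.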
uPA generation = inhibitors of cell surface uPA generation | cell surface uPA generation assay, qHTS | Potency, µM (highest dose often 38.3 µM), for the others: at the top dose activity change, negative = inhibition, most hits filed as inhibitors | actives 0.31% (n = 330,000); active = well fitted inhibition curve with a large enough effect; inconclusive = small, poorly fitted or top-dose-only effect; inactive = no such curve, though single readings can be large or run the other way; tested in mouse RAW 264.7 cells; also: potency is read from the fitted curve at half-maximal effect; % is scaled to controls: 0 for no effect and ±100 for the full control effect; nearly all actives have a fitted effect of over 55% in size
Mito fusion act = inhibitors of mitochondrial division or activators of mitochondrial fusion; S. cerevisiae fusion-defective mutant growth rescue, CellTiterGlo 48 h; Potency, µM (doses to about 46.1 µM), without a hit: at the top dose growth rescue (activation), hits mostly activators; AID 485298; actives 0.23% (n = 320,000);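 also: potency is read from the fitted curve at half-maximal effect; % of control where 0% means no effect; nearly all actives have a fitted effect of over 45% in size; temperature-sensitive fusion mutants such as fzo1-1 at 37 °C on non-fermentable ethanol glycerol medium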
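S. cerevisiae fusion-defective temperature-sensitive mutants (e.g. fzo1-1, mgm1-5) grown 48 h at 37C in YPEG (ethanol/glycerol non-fermentable) medium with 23 nl compound per well; growth rescue read as CellTiterGlo luminescence.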
USP2a inh = inhibitors of human ubiquitin-specific protease USP2a | O75604 | USP2 core, Ub-CHOP2 coupled fluorogenic reporter, 485/531 | Potency, µM (top dose mostly 38.3 µM), for inactives: top-dose activity change, negative = inhibition, usual class: inhibitors | actives 0.01% (n = 330,000);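 also: potency is read from the fitted curve at half-maximal effect; plate controls were DMSO wells for no effect and full inhibition by NEM control for full effect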
Target sequence (O75604 whole entry, looked up): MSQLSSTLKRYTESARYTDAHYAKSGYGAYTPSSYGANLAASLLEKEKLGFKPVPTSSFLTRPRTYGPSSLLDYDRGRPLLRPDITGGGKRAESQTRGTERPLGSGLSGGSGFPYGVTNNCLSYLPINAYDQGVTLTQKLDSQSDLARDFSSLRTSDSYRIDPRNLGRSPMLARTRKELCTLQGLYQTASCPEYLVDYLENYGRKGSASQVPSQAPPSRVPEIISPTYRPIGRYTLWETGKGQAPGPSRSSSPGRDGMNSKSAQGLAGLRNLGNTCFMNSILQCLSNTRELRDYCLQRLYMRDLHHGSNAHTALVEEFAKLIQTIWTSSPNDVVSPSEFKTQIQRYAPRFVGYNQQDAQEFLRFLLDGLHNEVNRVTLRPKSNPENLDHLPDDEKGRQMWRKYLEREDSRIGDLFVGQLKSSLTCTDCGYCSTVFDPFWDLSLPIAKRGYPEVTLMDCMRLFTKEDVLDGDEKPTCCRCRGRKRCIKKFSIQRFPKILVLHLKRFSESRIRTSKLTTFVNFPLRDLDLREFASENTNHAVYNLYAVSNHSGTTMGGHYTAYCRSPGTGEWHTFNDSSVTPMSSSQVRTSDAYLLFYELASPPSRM
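Deubiquitinase activity read as fluorescence (485/531 nm) after Ub-CHOP2 cleavage activates the enterokinase reporter on its substrate; USP2 core 10nM, Ub-CHOP2 and substrate 25nM each, 30min compound preincubation then 60min RT; data normalized to NEM, curves fitted.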
B2AR arrestin = recruits beta-arrestin to the human beta2-adrenergic receptor. P07550. beta-arrestin recruitment to beta2AR, cell-based reporter. Potency, µM (doses to about 46.1 µM), without a hit: top-dose activation, usual class: activators. actives 0.02% (n = 330,000). AID 492947;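 also: potency is read from the fitted curve at half-maximal effect; 0% = DMSO controls and full agonism = EC100 isoproterenol or metaproterenol; nearly all actives have a fitted effect of over 65% in size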
Target sequence (P07550 whole entry, looked up): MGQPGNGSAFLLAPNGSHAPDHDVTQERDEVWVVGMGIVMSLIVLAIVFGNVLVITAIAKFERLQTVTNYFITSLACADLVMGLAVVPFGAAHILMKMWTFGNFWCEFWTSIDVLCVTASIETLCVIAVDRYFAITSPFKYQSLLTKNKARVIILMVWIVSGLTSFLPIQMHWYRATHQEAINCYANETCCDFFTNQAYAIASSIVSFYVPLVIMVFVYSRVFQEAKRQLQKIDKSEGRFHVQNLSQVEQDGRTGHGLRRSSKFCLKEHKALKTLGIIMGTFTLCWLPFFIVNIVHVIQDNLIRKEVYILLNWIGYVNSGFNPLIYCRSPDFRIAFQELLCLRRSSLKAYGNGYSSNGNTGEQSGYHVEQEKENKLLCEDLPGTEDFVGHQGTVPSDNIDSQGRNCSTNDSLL
TCR activator = T cell receptor activation. primary human leukocytes, anti-CD3, IL-2 HTRF, 48 h. Potency, µM (titrated, usually from 9.22 µM), for the others: at the highest dose activation of IL-2 secretion, most hits filed as activators. 330,000 tested, under 10 active. AID 504894; also: % of control where 0% means no effect
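Primary human leukocytes receive a-CD3 beads and test compound and are incubated 48 hr. Secreted IL-2 is then assayed by HTRF, measuring 665nm acceptor emission after 320nm excitation of the europium donor.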
ELG1 repair inh = inhibitors of ELG1-dependent DNA repair in HEK293T cells; actives 2.3% (n = 330,000); Potency, µM (titrated, usually from 46.1 µM), for the others: at the top dose activity change, negative = inhibition, actives largely listed as inhibitors; AID 504467; HEK293T ELG1-luciferase reporter, luminescence, 16 h; DNA damage induced by 5-fluorouridine; also: potency is read from the fitted curve at half-maximal effect; % is scaled to controls: 0 for no effect and ±100 for the full control effect; nearly all actives have a fitted effect of over 55% in size
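DMSO vehicle served as the neutral condition. Each well held 2,000 cells given 5-fluorouridine plus compound; after 16 hr at 37 °C/5% CO2, ONE-Glo was added and luciferase measured 30 min later.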
Active calls of the source: *; ? = inconclusive; / = not tested or not shown; [ ] = remark or other dose. Unless noted, calls follow the shape of the dose curve; as a rule, active = well fitted curve in the direction sought with a large enough effect; inconclusive = small, poorly fitted or top-dose-only effect, or another doubt; inactive = no such curve, though single readings can be large; an effect the other way counts as inactive or inconclusive. Outcome played no part in choosing rows (roughly 3% active in at least one column).

SMILES,Eya2 phos inh,Tb PFK block,TSHR antag,PTAP TSG101 blk,BCR signal inh,uPA generation,Mito fusion act,USP2a inh,B2AR arrestin,TCR activator,ELG1 repair inh
O=C(c1ccc([N+](=O)[O-])cc1)N1CCN=C1SCc1ccccc1,0%,-4%,-14,-3%,16%,4%,2%,-3%,0.1%,-3%,-17%
COc1ccc(-c2csc(NCCn3c(C)nc4cc(C(F)(F)F)ccc43)n2)cc1,-38%,5%,-7,0%,5%,5%,/,2%,0.4%,5%,5%
Cc1ccc(N(CCC#N)C(=O)COC(=O)C2CCN(S(=O)(=O)c3ccc4c(c3)OCCO4)CC2)cc1,11%,0%,-5,0%,3%,1%,3%,5%,0.2%,0%,10%
O=[N+]([O-])c1ccc(O)c(-c2nn[nH]n2)c1,7%,1%,15,-4%,?,4%,-7%,3%,-0.2%,0%,?
O=C(CCN1C(=O)C2CC=CCC2C1=O)Nc1cc(C(F)(F)F)ccc1N1CCCC1 (stereo unspecified),33%,-3%,-14,3%,0%,-15%,-3%,0%,-0.1%,5%,-3%
Fc1ccc(N2CCN(Cc3c[nH]c4ccccc34)CC2)cc1,-3%,-21%,8,/,0%,/,-4%,-2%,-0.3%,/,?
Cc1ccc(NC(=O)CN(c2ccc3c(c2)OCO3)S(=O)(=O)c2c(C)n[nH]c2C)cc1,-31%,-1%,23,-8%,17%,5%,-2%,-1%,-0.2%,8%[46.1 µM],6%
Brc1ccc(-c2noc(COc3ccc4ccccc4c3)n2)o1,-5%,0%,-28,2%,?,14%,10%,-5%,0.0%,-3%,23%
COc1cccc(/C=N/n2c(C3CCCCC3)n[nH]c2=S)c1OC,-17%,2%,5,-5%,-3%,-7%,-19%,0%,-1.4%,2%,?
COc1ccc(CCNC(=O)C(C(=O)c2ccc(F)cc2)n2ccccc2=O)cc1OC (stereo unspecified),-2%,0%,5,-2%,6%,1%,5%,6%,0.2%,-2%[46.1 µM],13%
CCc1ccc(NC(=O)c2cc(-c3ccc(OC)cc3)on2)cc1,15%,-5%,-4,-3%,?,/,0%,-2%,-0.2%,/,6%
CC(C)NC(=O)c1cc(-c2ccco2)on1,13%,2%,-5,-1%,?,/,2%,0%,0.0%,1%,?
N=C1C(c2nc(-c3ccc(F)cc3)cs2)=C(O)CN1CCCN1CCOCC1,-12%,-1%,-1,-4%,-13%,3%,0%,2%,-0.3%,1%,6%
CCC(C(=O)O/N=C(\N)c1ccccc1)c1ccccc1 (stereo unspecified),6%,0%,1,-4%,?,5%,-1%,-1%,-0.4%,4%,15%
COc1ccc(Cl)cc1NC(=O)C1CCCN(S(C)(=O)=O)C1 (stereo unspecified),-4%,0%,-2,0%,-7%,12%,2%,-1%,0.0%,3%,-7%
COc1ccc(C2C(C(=O)N3CCCC3)c3cc(OC)c(OC)cc3C(=O)N2C)cc1 (stereo unspecified),-2%,-10%,7,-2%,6%,0%,-2%,2%,-0.1%,-4%,-2%
CCOC(=O)c1nc2sc3c(c2c(=O)n1C(C)C(=O)OCC)CCCC3 (stereo unspecified),-18%,-1%,-20,-2%,6%,2%,1%,6%,0.4%,-1%,?
CN1CCN(C(=O)/C(=C\c2cccnc2)NC(=O)c2cccc(Br)c2)CC1,2%,1%,6,0%,3%,0%,0%,-1%,-0.6%,1%,12%
OCC[C@@H]1C[C@H](O)[C@@H](O)[C@@]2(OCCc3ccccc32)O1,-4%,0%,2,-1%,-3%,-15%,1%,2%,0.3%,9%,0%
O=C(C1CCN(S(=O)(=O)N2CCOCC2)CC1)N1CCN(c2ccccc2F)CC1,-1%,-1%,-6,1%,-2%,-3%,-4%,6%,0.2%,0%,-9%
CC1CCc2c(sc(NC(=O)c3cccs3)c2C(=O)O)C1 (stereo unspecified),11%,?,-22,-6%,?,4µM*,-42%[inhibitor],-4%,3.6%,-5%,38%
CSc1ccc(C#N)cc1NC(=O)c1ccccc1C,1%,-1%,1,-10%,2%,2%,3%,3%,0.3%,-6%,?
CC(=O)c1cc(C#N)c(SCc2ccncc2)nc1C,2%,-3%,-1,-1%,-5%,8%,-3%,-1%,-0.4%,-1%,?
CC1(C)CC(=O)C2=C(C1)OC(=O)CC2c1cccs1 (stereo unspecified),3%,-4%,6,2%,1%,5%,3%,0%,-0.5%,-12%,15%
S=C(NC1CCCC1)N1CCN(c2cccc(Cl)c2)CC1,-30%,?,-12,-1%,0%,-19%,2%,-3%,-0.3%,-6%,?
Cc1ccccc1NN=Nc1nc2c([nH]1)c(=O)n(C)c(=O)n2C,-3%,-3%,-1,-3%,-1%,3%,-6%,-1%,-0.2%,13%[46.1 µM],2%
Cn1c(Sc2ccc(Br)cc2)c(C=O)c2ccccc21,20%,5%,-16,1%,-17%,-7%,10%,-2%,-4.3%,0%,?
C/C(CC(=O)Nc1ccc(Cl)c(C(F)(F)F)c1)=N\NC(=O)c1cccc(O)c1,1%,-18%,-13,0%,?,1%,5%,-1%,-1.0%,16%[46.1 µM],-9%
COC(=O)c1ccc(NC2=CC(=O)CC(C)(C)C2)cc1,0%,1%,-1,-3%,1%,-9%,2%,-1%,-0.4%,-4%,20%
Cc1cc(C)n2nc(CNS(=O)(=O)c3ccc(F)c(C)c3)nc2n1,4%,-4%,-11,0%,-1%,64%[activator],1%,5%,-0.2%,0%,17%
Cc1ccc2c(c1)N(S(=O)(=O)c1ccc(CN3C(=O)c4cccnc4C3=O)s1)CCO2,3%,2%,10,0%,-2%,-1%,1%,2%,-0.8%,10%,1%
CC(C)c1ccc2[nH]c(O)c(N=NC(=O)c3cccc(S(=O)(=O)Nc4cccc(Cl)c4)c3)c2c1,10%,-1%,4,-3%,-12%,1%,-1%,3%,-0.3%,0%,14%
Cc1oc(-c2ccc(Cl)cc2)nc1CN1CCCC(C(=O)NCc2ccccn2)C1 (stereo unspecified),-4%,-3%,8,-7%,-1%,-3%,-3%,-1%,-0.8%,4%,?
CN(CC(=O)Nc1ccc(F)cc1)C(=O)c1ccc(-c2ccc(Cl)cc2)o1,-16%,0%,-10,/,-3%,5%,4%,2%,0.4%,-2%,0%
COc1ccc(CCNC(=S)NC(=O)c2ccc(Br)cc2)cc1OC,0%,0%,-17,-7%,?,0%,-1%,-1%,-0.1%,0%,?
Cc1cc2oc(=O)cc(Cn3ccnc3)c2cc1Cl,0%,3%,-5,-5%,-1%,-3%,?,3%,-0.4%,0%,-5%
C[C@H](CO)N1C[C@H](C)[C@@H](CN(C)S(=O)(=O)c2cccs2)Oc2ccc(NC(=O)Cn3cnnn3)cc2C1=O,-3%,4%,-3,-3%,-5%,1%,/,1%,-2.6%,9%,-3%
CC1CC(C)(C)CC2(C1)NC(=O)N(CC(=O)NCc1ccccc1F)C2=O (stereo unspecified),-9%,-5%,56,-2%,-6%,-3%,-1%,2%,0.0%,/,22%
O=C(CNC(=O)c1ccc(OC(F)F)cc1)NCC1CCCO1 (stereo unspecified),2%,0%,7,-5%,0%,3%,-1%,1%,0.1%,3%,11%
Cc1ccc(CNC(=O)CCCNC(=O)c2ccc(Cl)cc2)n1C,-12%,-1%,-6,-7%,?,/,0%,0%,-0.2%,-2%,-28%
Cn1c(=O)c2c(nc(NCc3cccnc3)n2Cc2cccc(C(F)(F)F)c2)n(C)c1=O,-1%,-4%,-7,-4%,0%,-6%,2%,-1%,-1.7%,5%,?
COc1ccccc1CNc1ncnc2cc(OC)c(OC)cc12,12%,0%,2,-5%,-1%,15%,-2%,0%,0.3%,-5%,?
CC(C)C(=O)NCc1cc(-c2ccccc2)no1,-9%,-3%,3,-5%,8%,3%,-5%,4%,-0.2%,6%,22%
CC(=O)c1cccc(NC(=O)C(C)OC(=O)c2cc(C)oc2C)c1 (stereo unspecified),-2%,0%,3,0%,-4%,1%,-1%,0%,-0.1%,-1%,0%
COc1cc2c(cc1OC)CN(C(=O)CCNC(=O)c1ccc(Br)cc1)CC2,-9%,0%,-5,-5%,-5%,11%,-2%,1%,-0.9%,-4%,13%
